PI5P4Ka inh: inhibitors of human PI5P4K alpha | P48426 | PI5P4Kalpha enzyme, ADP-Glo luminescence, 60 min; active compounds read low | max response, % | 330,000 tested, 1.2% active; active means max response of -50% or lower; inconclusive means between -30% and -50%; inactive means -30% or higher; further: value at the top dose of about 77 µM; on the % scale 0 is the no-effect control and ±100 the full control effect
Target sequence (P48426 whole entry, looked up): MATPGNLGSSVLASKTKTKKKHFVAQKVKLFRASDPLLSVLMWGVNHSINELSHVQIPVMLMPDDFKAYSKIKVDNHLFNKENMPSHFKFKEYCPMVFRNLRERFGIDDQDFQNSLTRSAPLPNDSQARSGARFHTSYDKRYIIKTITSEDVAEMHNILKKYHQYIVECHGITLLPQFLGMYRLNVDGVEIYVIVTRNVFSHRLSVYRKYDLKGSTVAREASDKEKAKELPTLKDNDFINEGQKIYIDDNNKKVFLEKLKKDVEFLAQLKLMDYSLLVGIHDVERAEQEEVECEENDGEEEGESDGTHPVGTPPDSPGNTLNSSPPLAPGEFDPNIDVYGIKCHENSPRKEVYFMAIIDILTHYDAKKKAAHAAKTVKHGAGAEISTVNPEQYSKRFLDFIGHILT
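Human PI5P4Kalpha with substrate in 0.038 M HEPES pH 7.4, 0.28 mM EGTA, 0.1% CHAPS, 5% DMSO; reaction started with 5 microM ATP (final), 60 min at room temperature. ADP formed read by ADP-Glo luminescence.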
HEK293 tox: cytotoxic in the GLP-1 receptor inverse agonist counter-screen; HEK293 cAMP-luciferase reporter cells, luminescence, 24 h; Potency, µM (titrated, usually from 38.3 µM), inactives show at the top dose activity change, negative = inhibition, usual class: inhibitors; 410,000 tested, 0.13% active; AID 624418;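 further: loss of luciferase light is scored as toxicity; potency means the concentration at half of the fitted maximal effect; on the % scale 0 is the no-effect control and ±100 the full control effect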
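To flag toxic compounds, the library was rerun on cells for 24 hr at 37 deg C and 5% CO2. Viability-linked luminescence was captured 12 min after adding luciferase detection reagent.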
EPAC1 antagonist: antagonists of human EPAC1. O95398. EPAC1 GEF assay, Rap1b-BODIPY-GDP exchange fluorescence. Potency, µM (highest dose often 115 µM), for the others: at the top dose activity change, negative = inhibition, most hits filed as inhibitors. 360,000 tested, 0.14% active;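 further: potency means the concentration at half of the fitted maximal effect; plate controls were vehicle for no effect and positive control for full effect; nearly all actives have a fitted effect of over 50% in size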
GLP-1R inv ag: acts as inverse agonist at human GLP-1 receptor | P43220 | HEK293 GLP-1R CRE-luciferase, luminescence, 24 h; GLP-1R form is constitutively active | Potency, µM (doses to about 38.3 µM), for the others: at the top dose activity change, negative = inhibition, actives largely listed as inhibitors | 410,000 tested, 1.6% active; further: potency means the concentration at half of the fitted maximal effect; on the % scale 0 is the no-effect control and ±100 the full control effect; nearly all actives have a fitted effect of over 55% in size
Target sequence (P43220 whole entry, looked up): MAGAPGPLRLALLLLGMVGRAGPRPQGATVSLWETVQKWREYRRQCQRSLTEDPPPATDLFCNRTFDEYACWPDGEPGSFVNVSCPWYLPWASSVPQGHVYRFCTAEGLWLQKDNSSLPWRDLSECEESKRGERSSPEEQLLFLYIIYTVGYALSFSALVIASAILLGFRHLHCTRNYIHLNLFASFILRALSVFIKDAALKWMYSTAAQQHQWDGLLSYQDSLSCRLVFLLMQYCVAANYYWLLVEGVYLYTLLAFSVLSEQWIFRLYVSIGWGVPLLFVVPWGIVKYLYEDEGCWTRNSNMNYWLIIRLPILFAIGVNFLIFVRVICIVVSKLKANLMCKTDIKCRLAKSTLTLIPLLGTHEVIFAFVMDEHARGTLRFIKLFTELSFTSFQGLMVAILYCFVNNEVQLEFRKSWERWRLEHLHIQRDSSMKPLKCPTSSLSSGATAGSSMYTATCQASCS
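qHTS in 1536-well format: reporter HEK293 cells expressing constitutive GLP-1R activity in DMEM + 10% Nu serum, 24 hr with compounds at 37 deg C, luminescence read after 12 min with detection reagent.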
PLK1 PBD block: PLK1 (human) polo-box domain binding inhibition; 360,000 tested, 2.8% active; Plk1 PBD binding of FITC phosphopeptide, fluorescence polarization; P53350; Potency, µM, inactives show max response, negative = inhibition, hits mostly inhibitors; further: potency means the concentration at half of the fitted maximal effect; series mostly up to about 57 µM; on the % scale 0 is the no-effect control and ±100 the full control effect; nearly all actives have a fitted effect of over 65% in size
EPAC1 ag: activates human EPAC1 exchange factor | O95398 | EPAC1 agonist qHTS, biochemical assay; response scale: 100% = response to 6.5 mM cAMP | Potency, µM (series often up to 154 µM), inactives show at the top dose activation, hits mostly activators | 360,000 tested, 0.073% active | AID 720707; further: potency means the concentration at half of the fitted maximal effect; nearly all actives have a fitted effect of over 60% in size
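Read-out is the fluorescence drop as BODIPY-GDP leaves Rap1B (480 nm excitation, 540 nm emission), recorded every 5 minutes over 30 minutes. Reactions held 100 nM EPAC1, 250 nM Rap1B–BODIPY-GDP and 50 uM GDP, with 6.5 mM cAMP setting full activation.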
GLP-1R agonist: GLP-1 receptor (human) agonism; P43220; HEK293 GLP-1R CRE-luciferase, luminescence, 4-6 h; cells express a hypersensitive GLP-1R form; Potency, µM (top dose mostly 45.6 µM), for inactives: at the top dose activation, actives largely listed as activators; 380,000 tested, 0.007% active; further: potency means the concentration at half of the fitted maximal effect; % of control where 0% means no effect
IL2 activator: activators of IL-2; IL-2 activation reporter assay, cell-based qHTS; stimulated with anti-CD3/CD4/CD28 beads; in transgenic mouse T cells; activation, % (series mostly up to about 46 µM); 360,000 tested, 0.065% active; AID 652025; in the data active means activation above about 50%; inconclusive means mostly about 30% to 49%; further: 0% is about no effect
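First, unstimulated transgenic mouse T cells were exposed to compound for 60 min. Next, anti-CD3/anti-CD4-coated beads with anti-CD28 were added. Finally, after 18 h at 37 degrees C, EGFP and DsRed were imaged.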
PTHR1 agonist: activates the human parathyroid hormone receptor PTHR1; Q03431; HEK293 GP2 PTHR1 cells, GloSensor cAMP luminescence, 1 h; Potency, µM (doses to about 115 µM), for the others: at the highest dose activation, actives largely listed as activators; 410,000 tested, 0.075% active; AID 743266; further: potency means the concentration at half of the fitted maximal effect; nearly all actives have a fitted effect of over 55% in size; some results filed as inactive show a strong effect at the top dose; inactives centre near -15; many of its hits are not listed in these tables
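HEK-293-derived GP2 cells expressing PTHR1 and a GloSensor cAMP reporter, 3,000/well, plated overnight, given luciferin plus IBMX (each 0.5 mM as added) for 1 h at 37 °C, then compound for 1 h at 37 °C. Luminescence was read after 15 min at room temperature.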
Active calls of the source: *; i = inactive; ? = inconclusive; / = not tested or not shown; & = joins results of further samples; [ ] = dose if it differs, or a comment. Unless noted, the call rests on the fitted dose curve; in most records, active means well fitted curve in the direction sought with a large enough effect; inconclusive means small, poorly fitted or top-dose-only effect, or another doubt; inactive means no such curve, though single readings can be large; an effect the other way counts as inactive or inconclusive. Not all compounds are listed. The share of hits here may be higher or lower than overall.

#1 Cc1ccccc1-c1nc(CS(=O)(=O)CC(=O)NCCCN2CCN(C)CC2)c(C)o1
#2 CCOc1ccccc1NC(=O)CSc1nc2cc(OC)c(OC)cc2c2nc(-c3ccccc3)nn12
#3 Cc1cc(-c2nnc3n2N=C(C(C)(C)C)CS3)n[nH]1
#4 CCOC(=O)[C@]12CCC=C1N(Cc1ccc(Cl)cc1Cl)C(=O)[C@H](CC(=O)NCCC(C)C)C2
#5 CCOC(=O)c1sc2ncnc(N3CCN(C)CC3)c2c1C
#6 CC(=O)c1ccc(NC(=O)Cn2c(=O)n(Cc3ccco3)c(=O)c3sc4ccccc4c32)cc1
#7 CN(C)CCCN(Cc1cc2cc3c(cc2[nH]c1=O)OCO3)C(=S)Nc1ccccc1
#8 Cn1cnc(S(=O)(=O)N2CCCCC2c2cc(C(=O)Nc3ccc(F)c(Cl)c3)no2)c1 (configuration not stated)
screen / no. | 1 | 2 | 3 | 4 | 5 | 6 | 7 | 8
PI5P4Ka inh | 1 | / | -4 | 16 | -3 | / | -1 | 3
HEK293 tox | 8%&6% | 7% | -3% | -13% | 7% | 6% | 7%[7.66 µM] | 3%
EPAC1 antagonist | -12% | / | 6% | -22% | -11% | / | 3% | -9%
GLP-1R inv ag | ? | -1% | 26% | ? | 2% | 0% | -14%[7.66 µM] | ?
PLK1 PBD block | -10% | / | -16% | -5% | -8% | / | 1% | 1%
EPAC1 ag | 7% | / | 2% | -9% | 0% | / | 9% | 0%
GLP-1R agonist | -5%&0% | 0% | -2% | -4% | 16% | -1% | 0% | -4%
IL2 activator | -1.3 | / | -0.1 | -0.3 | -2.1 | / | 0.3 | -0.3
PTHR1 agonist | -25% | -14% | -4%[57.5 µM] | -1% | i | i | i | -2%

#9 Cc1cc(C)cc(C(=O)NC(=S)Nc2ccc3c(c2)OCCO3)c1
#10 CCOc1ccc(Cn2c(C)nc([N+](=O)[O-])c2SCC(O)CCl)cc1[N+](=O)[O-] (configuration not stated)
#11 COc1nnc(-c2ccc(N3CCOCC3)c(NC(=O)C3CCCCC3)c2)c2ccccc12
#12 Cc1ccc(NC(=O)Cn2nnc3ccccc32)cc1
#13 CCOC(=O)c1c(NC(=O)CSc2nnc(C)c(=O)[nH]2)sc2c1CCCC2
#14 C=CCc1c(NCCO)nc(C)[nH]c1=O
#15 O=C(COc1cccc(C(F)(F)F)c1)NCC(c1ccco1)N1CCCCC1 (configuration not stated)
#16 COc1ccc(C(=O)NNC(=O)C(=O)NC2CCCCC2)cc1
screen / no. | 9 | 10 | 11 | 12 | 13 | 14 | 15 | 16
PI5P4Ka inh | 1 | / | 0 | -2 | -11 | -5 | 10 | -13
HEK293 tox | ? | -43% | 9% | -3% | 0% | 27% | -6% | 15%
EPAC1 antagonist | 5% | 1% | -16% | 2% | 4% | 0% | -6% | -4%
GLP-1R inv ag | -11% | 0% | 34%[activator] | -17% | 20% | 5% | ? | -1%
PLK1 PBD block | -11% | -6% | -10% | -5% | ? | -6% | 6% | -2%
EPAC1 ag | 6% | 0% | 5% | 7% | -13% | -3% | -15% | -4%
GLP-1R agonist | 21% | 25% | -1% | 14% | 0% | 1% | 25% | 7%
IL2 activator | -5.3 | 5.8 | -1.0 | -0.2 | -2.8 | -3.0 | -0.2 | -0.6
PTHR1 agonist | -16% | -11% | -11%[57.5 µM] | -15% | i | i | -18% | i

#17 COc1cc(C2C(C#N)=C(C)NC(C)=C2C#N)cc(OC)c1OC
#18 CC(Oc1ccc(F)cc1)C(=O)/C=C\N(C)C (configuration not stated)
#19 C(=C\c1ccccc1)/CN1CCN(C(c2ccccc2)c2nnnn2-c2ccc3c(c2)OCCO3)CC1 (configuration not stated)
#20 CCCc1nc2sc3c(c2c(=O)n1NC(=O)CCC(=O)OC)CCCC3
#21 CCOc1ccc(/C=N/NC(=O)c2cc(-c3ccccc3)nc3ccccc23)cc1O
#22 CCOC(=O)c1cccc(Nc2ncnc3ccc(C)cc23)c1
#23 Cc1noc(C)c1NC(=O)N(C)C[C@@H]1Oc2c(NC(=O)NC(C)C)cccc2C(=O)N([C@@H](C)CO)C[C@@H]1C
#24 Cc1nc(N2CCN(C)CC2)c2sc(=S)n(-c3ccccc3)c2n1
screen / no. | 17 | 18 | 19 | 20 | 21 | 22 | 23 | 24
PI5P4Ka inh | 0 | -1 | 0 | -8 | 1 | 5 | -3 | 2
HEK293 tox | -4% | 69%[activator] | 4% | -8% | 3% | -16% | 0% | 6%
EPAC1 antagonist | -3% | -19% | 4% | 3% | -5% | -15% | 7% | -24%
GLP-1R inv ag | 0% | ? | ? | -15% | 0% | 11µM* | 10% | 15%
PLK1 PBD block | 3% | -8% | 4% | -16% | -15% | -2% | -8% | -17%
EPAC1 ag | 2% | 0% | 7% | -3% | 11% | 4% | -5% | 5%
GLP-1R agonist | 7% | -13% | -3% | 18% | 6% | 4% | 0% | 4%
IL2 activator | 0.7 | -3.0 | -0.8 | -1.8 | 1.7 | 1.3 | 0.8 | -3.1
PTHR1 agonist | i | -14%[57.5 µM] | -9% | i | -29% | -27% | -2% | -38%[inhibitor]

#25 Cc1ccc(C(=O)NCC(=O)OCC(=O)NCCc2ccccc2)s1
#26 CCC1CCc2c(sc3nc(SCC(=O)NCc4ccco4)n(-c4ccccc4)c(=O)c23)C1 (configuration not stated)
#27 Cc1ccc(NC2=NCCCCC2)cc1C
#28 O=C(O)c1ccccc1-c1ccccc1C(=O)NCc1cccnc1
#29 Cc1ccc(/C(O)=C/c2nc3cc(C)ccc3oc2=O)cc1
#30 COCCNC(=O)[C@@H]1CCCN1S(=O)(=O)c1cccc2cccnc12
#31 CCN(C[C@H]1N[C@@](C)(C(=O)OC)[C@H]2C(=O)N(C)C(=O)[C@@H]12)C(=O)Nc1ccc(C(F)(F)F)cc1
#32 CC/C(=N\NC(=O)CSCc1ccc(Cl)cc1)c1ccc2c(c1)OCCO2
screen / no. | 25 | 26 | 27 | 28 | 29 | 30 | 31 | 32
PI5P4Ka inh | ? | -10 | 1 | 7 | -5 | -9 | 6 | 0
HEK293 tox | 7% | -10% | 3% | 4%[7.66 µM] | 0% | 12% | -2% | -15%
EPAC1 antagonist | 3% | -3% | 12% | 1% | 24% | 3% | 8% | 1%
GLP-1R inv ag | 0% | -5% | -2% | 4%[7.66 µM] | 13% | 6% | -12% | ?
PLK1 PBD block | 27µM* | -15% | 1% | -6% | -4% | 2% | -10% | -2%
EPAC1 ag | 3% | 1% | -6% | 6% | -1% | -15% | -4% | 8%
GLP-1R agonist | 0% | 3% | 5% | -1% | 0% | -4% | 1% | 2%
IL2 activator | -0.6 | 2.3 | -1.9 | -0.6 | -0.4 | -0.2 | -0.1 | 0.6
PTHR1 agonist | -10% | i | -21% | i | -25% | -5% | -21% | i

Part of the list above in order of heavy-atom count, ascending.
#27 Cc1ccc(NC2=NCCCCC2)cc1C
#30 COCCNC(=O)[C@@H]1CCCN1S(=O)(=O)c1cccc2cccnc12
#32 CC/C(=N\NC(=O)CSCc1ccc(Cl)cc1)c1ccc2c(c1)OCCO2
#26 CCC1CCc2c(sc3nc(SCC(=O)NCc4ccco4)n(-c4ccccc4)c(=O)c23)C1 (configuration not stated)
screen / no. | 27 | 30 | 32 | 26
PI5P4Ka inh | 1 | -9 | 0 | -10
HEK293 tox | 3% | 12% | -15% | -10%
EPAC1 antagonist | 12% | 3% | 1% | -3%
GLP-1R inv ag | -2% | 6% | ? | -5%
PLK1 PBD block | 1% | 2% | -2% | -15%
EPAC1 ag | -6% | -15% | 8% | 1%
GLP-1R agonist | 5% | -4% | 2% | 3%
IL2 activator | -1.9 | -0.2 | 0.6 | 2.3
PTHR1 agonist | -21% | -5% | i | i

Remaining list, next part.
Sequence of screens – PI5P4Ka inh, HEK293 tox, EPAC1 antagonist, GLP-1R inv ag, PLK1 PBD block, EPAC1 ag, GLP-1R agonist, IL2 activator, PTHR1 agonist
33. Cc1ccc(NC(=O)N2CCN(C)CC2)cc1NC(=O)N1CCN(C)CC1
    11, -5%, -3%, 30%, 0%, -2%, 11%, -1.0, i
34. CN(C(=O)c1cccc(NC(=O)Cc2ccc([N+](=O)[O-])cc2)c1)C1CCCCC1
    -3, -17%, ?, ?, -5%, 3%, 14%, -4.8, -57%[inhibitor]
35. O=C(NCC1CCCO1)C1CCC(CNS(=O)(=O)c2ccccc2)CC1 (configuration not stated)
    7, -4%, 15%, 1%, -8%, 4%, 1%, 0.4, i
36. O=C1COc2ccc(C(=O)COC(=O)/C=C/c3cccc(F)c3)cc2N1
    1, -16%, -4%, -2%, -10%, -2%, 9%, 1.9, -3%
37. CCOc1cc(C2c3c(-c4ccccc4)n[nH]c3C(=O)N2c2ccc(C(=O)O)cc2)ccc1O (configuration not stated)
    0, 8%, -1%, 10%, ?, 10%, 5%, 0.4, -25%
38. O=C(Cc1ccccc1)NNS(=O)(=O)c1ccc([N+](=O)[O-])cc1
    2, 5%, -1%, -2%, -16%, 0%, 3%, -0.4, -19%
39. Cc1cc(O)c(C(=O)/C=C/c2ccc(Cl)cc2)c(=O)o1
    -69*, -6%, -22%, -14%, -11%, -4%, 1%, -0.7, -45%[inhibitor]
40. CC[C@@]12C(=O)N(c3cccc(F)c3)C(=O)N1[C@H](c1ccc(Br)cc1)[C@@H]1C(=O)N(C(C)(C)C)C(=O)[C@@H]12
    5, 3%, ?, ?, -4%, 1%, 6%, 0.1, i
41. CSc1nc2nc(-c3ccccc3)cc(=O)n2[nH]1
    2, 11%, 10%, 3%, -4%, -3%, 0%, 0.5, -12%[57.5 µM]
42. CC(=O)c1c(C)[nH]c(C(=O)Nc2ccccc2Cl)c1C
    -2, 1%, -4%, 25%, -19%, 3%, 15%, -0.4, -13%
43. Cc1nc2c(=O)oc3ccccc3c2n1-c1ccccc1
    1, 1%, 1%, 83%[activator], -1%, -6%, 30%, -0.5, -3%[57.5 µM]

Source: PubChem
